CBFb-RUNX1 inh – CBF-beta/RUNX1 interaction disruption | AlphaScreen CBFb-His/RUNX1-biotin binding, biochemical | Potency, µM (doses to about 59.8 µM), without a hit: at the highest dose activity, negative = inhibition, actives largely listed as inhibitors | 230,000 tested, under 10 active; note: % of control where 0% means no effect
Target sequence (Q01196 whole entry, looked up): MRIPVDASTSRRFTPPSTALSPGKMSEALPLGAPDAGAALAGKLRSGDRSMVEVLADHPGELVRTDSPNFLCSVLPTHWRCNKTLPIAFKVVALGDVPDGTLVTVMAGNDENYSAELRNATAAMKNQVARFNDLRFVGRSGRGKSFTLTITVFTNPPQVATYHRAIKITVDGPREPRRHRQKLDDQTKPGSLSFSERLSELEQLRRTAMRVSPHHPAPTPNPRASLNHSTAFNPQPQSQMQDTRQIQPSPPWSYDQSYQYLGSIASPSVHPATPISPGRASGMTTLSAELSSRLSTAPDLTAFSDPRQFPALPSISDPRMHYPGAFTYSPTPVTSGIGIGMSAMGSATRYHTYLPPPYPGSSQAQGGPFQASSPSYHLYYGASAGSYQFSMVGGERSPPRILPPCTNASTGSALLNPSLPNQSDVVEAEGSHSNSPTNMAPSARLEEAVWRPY
Target sequence (Q13951 whole entry, looked up): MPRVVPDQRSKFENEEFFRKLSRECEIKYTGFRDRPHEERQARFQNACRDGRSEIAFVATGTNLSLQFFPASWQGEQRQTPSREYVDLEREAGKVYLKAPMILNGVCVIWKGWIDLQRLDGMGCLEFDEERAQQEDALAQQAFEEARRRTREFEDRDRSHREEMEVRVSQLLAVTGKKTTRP
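CBFb-His/RUNX1-biotin, 30 nM each, preincubated 20 min RT; compound 15 min RT; Ni + streptavidin beads 50 ng each, 90 min RT; AlphaScreen read.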
NPSR antagonist – antagonists of human neuropeptide S receptor cAMP signaling; Q6W5P4; CHO-NPSR cells, cAMP TR-FRET, antagonist mode; Potency, µM (highest dose often 38.3 µM), inactives show at the top dose activity change, negative = inhibition, actives largely listed as inhibitors; hit rate 1% among 220,000; AID 1461; note: potency is the fitted concentration of half-maximal effect; % is set by controls: 0 for no effect and ±100 for the full control effect; nearly all actives have a fitted effect of over 50% in size; many of its hits are not listed in these tables
Target sequence (Q6W5P4 whole entry, looked up): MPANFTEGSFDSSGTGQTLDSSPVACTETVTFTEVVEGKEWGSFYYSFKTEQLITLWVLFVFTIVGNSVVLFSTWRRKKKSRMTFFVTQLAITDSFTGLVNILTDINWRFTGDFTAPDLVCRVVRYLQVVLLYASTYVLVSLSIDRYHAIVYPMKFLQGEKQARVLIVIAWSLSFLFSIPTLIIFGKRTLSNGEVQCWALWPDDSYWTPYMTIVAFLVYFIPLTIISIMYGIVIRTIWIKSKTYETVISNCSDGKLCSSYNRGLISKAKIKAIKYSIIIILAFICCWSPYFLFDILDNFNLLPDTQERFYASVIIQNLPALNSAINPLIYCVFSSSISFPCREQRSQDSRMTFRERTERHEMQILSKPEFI
Epigenetic reg – epigenetic control regulation, reporter derepression; hit rate 0.2% among 280,000; Potency, µM (series often up to 53.9 µM), without a hit: at the top dose GFP activation, hits mostly activators; murine LDR cells, GFP reporter derepression, 30 h; note: potency is the fitted concentration of half-maximal effect; % of control where 0% means no effect; nearly all actives have a fitted effect of over 60% in size
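Murine LDR cells bearing a silenced CMV-driven GFP reporter were exposed to compound for 30 h at 37 C. After PBS washes, GFP-positive cells (20-120 um objects) counted by laser-scanning microplate cytometry.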
LMNA splice mod – LMNA splicing modulation; HeLa LMNA splicing GFP/RFP minigene ratio, 48 h; hit rate 0.01% among 200,000; Potency, µM (highest dose often 46.1 µM), for inactives: at the highest dose ratio change, negative = inhibition, hits mostly inhibitors; AID 1487; active = well fitted inhibition curve with a large enough effect in the signal ratio, with a control signal flat, not every such curve was filed as active; inconclusive = small, poorly fitted or top-dose-only effect, or effect the other way, or a change in a side signal; the % refers to the signal ratio; note: potency is the fitted concentration of half-maximal effect; % is set by controls: 0 for no effect and ±100 for the full control effect
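S3 HeLa cells stably expressing lamin A-EGFP splicing minigene plus DsRed2, 600 cells/well, 48 h compound exposure at 37C. Laser-scanning cytometry; analysed as GFP (500-530 nm)/RFP (575-640 nm) total intensity ratio; 0.5% DMSO vehicle.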
IMPase Li cell – cell-permeable IMPase inhibitors with lithium potentiation; CHO-M1 cells, IP1 TR-FRET (IP-One), carbachol + lithium; AID 1457; hit rate 0.35% among 210,000; Potency, µM (titrated, usually from 59.4 µM), inactives show at the top dose activity, negative = IMPase inhibition, actives largely listed as inhibitors;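 note: IP1 builds up when IMPase is blocked and the TR-FRET signal falls; potency is the fitted concentration of half-maximal effect; plate controls were basal vehicle for no effect and high inhibitor control for full effect; nearly all actives have a fitted effect of over 50% in size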
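Test compounds were applied to CHO-M1 cells previously cultured for 16–30 h at 2000 per well. A small lithium amount accompanied them; after 30 min at 37C, IP1 was quantified by TR-FRET.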
aGal spleen mod – alpha-galactosidase A (human) modulation; P06280; human spleen homogenate, 4MU-alpha-Gal fluorescence, 40 min; Potency, µM (series often up to 80 µM), for the others: top-dose activity change, negative = inhibition, usual class: inhibitors; hit rate 0.008% among 240,000; AID 2107;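 note: potency is the fitted concentration of half-maximal effect; 0% = enzyme with vehicle and -100% = no enzyme basal signal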
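Spleen homogenate 1 ug + cpd (titration) + 4-MU-alpha-D-galactopyranoside 1 mM; 37C 40 min; 50 mM citrate/phosphate pH 5.0, 0.01% Tween-20; stop pH 10; fluorescence 365/440; AC50 via Hill.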
KinaseGlo FLuc – Kinase-Glo luciferase inhibition (counter-screen); Q27757; Kinase-Glo luciferase, ATP luminescence, 8 min; Potency, µM (top dose mostly 38.3 µM), without a hit: top-dose activity change, negative = inhibition, hits mostly inhibitors; hit rate 0.28% among 200,000; AID 1379; note: potency is the fitted concentration of half-maximal effect; % is set by controls: 0 for no effect and ±100 for the full control effect; nearly all actives have a fitted effect of over 60% in size
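Compound is pinned into ATP-containing buffer (10 uM ATP, imidazole pH 7.2, 7 mM MgCl2). Kinase-Glo luciferase reagent is then added. Light output is recorded following an 8-min room-temperature incubation.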
* marks the source's active call; other numbers are inactive results; ? = inconclusive; · = no result given; & = joins results of further samples; [ ] = remark or other dose. Unless noted, calls come from the whole dose curve; as a rule, active = well fitted curve in the direction sought with a large enough effect; inconclusive = small, poorly fitted or top-dose-only effect, or another doubt; inactive = no such curve, though single readings can be large; an effect the other way counts as inactive or inconclusive. Some of the compounds tested; count on the stated rates, not on these rows.

SMILES	CBFb-RUNX1 inh	NPSR antagonist	Epigenetic reg	LMNA splice mod	IMPase Li cell	aGal spleen mod	KinaseGlo FLuc
O=C(C1CC1)N1CCc2cc(S(=O)(=O)N3CCOCC3)ccc21	-5%	4%[46.1 µM]	-0.9%	7%[0.0737 µM]	-11%[38.3 µM]	-4%	0%
CCN(Cc1nc2ccccc2c(=O)[nH]1)Cc1cc(=O)oc2cc(OC)ccc12	2%	-18%[46.1 µM]	-2.3%	1%	2%[38.3 µM]	11%	-8%
Cc1noc(C)c1COC(=O)c1cccnc1SCC(=O)Nc1ccc2c(c1)OCO2	-5%	-24%[46.1 µM]	-1.6%	?	12%[38.3 µM]	3%	-1%
N/C(=N\OC(=O)Cc1ccccc1[N+](=O)[O-])c1ccc(Br)cc1	-3%	-8%	-0.2%	15%[46 µM]	15%	-4%	-1%
Cc1ccc(-c2nnn(CC(=O)O)n2)cc1	10%	-4%[46.1 µM]	1.8%	1%	34%[38.3 µM]	0%	3%
CC1=CN2C(=N)/C(=C/c3cn(CCCOc4ccccc4C)c4ccccc34)C(=O)N=C2S1	-3%	-28%	-1.5%	3%	-23%	7%	-4%
CC(=O)Nc1cc(-c2nn(CC(=O)N3CCCCC3)c(=O)c3ccccc23)ccc1N1CCOCC1	0%	-8%[46.1 µM]	0.0%	10%	12%[38.3 µM]	-6%	3%
O=C(CSc1nc2ccc(Cl)cc2[nH]1)NCCc1ccccc1	0%	2%	0.1%	?	0%	-2%	2%
O=C(Cc1ccc(Br)cc1)NC1CCSC1=O (configuration not stated)	-2%	6%	2.6%	·	-9%	-10%	-5%
Cc1nc(Nc2ccc(S(N)(=O)=O)cc2)oc1C	0%	7%[46.1 µM]	-1.0%	-8%	1%[38.3 µM]	17%	-4%
O=C(/C=C/c1ccc(Br)o1)NCc1ccccc1	-4%	-12%	7.5%	·	-1%	5%	0%
CCOc1cc(NC(=O)c2ccccn2)c(OCC)cc1NC(=O)c1ccc(OC)cc1	-7%	-26%	-0.5%	-8%[46 µM]	14%	-10%	-1%
NC(=O)CC(NC(=O)Cc1ccc(Br)cc1)c1ccc(NCc2ccc(F)c(F)c2)c([N+](=O)[O-])c1 (configuration not stated)	-10%	-30%	?	·	·	-6%	·
OCCNc1nc(N2CCN(Cc3ccccc3)CC2)nc2ccccc12	3%	3%[46.1 µM]	-0.7%	11%	8%[38.3 µM]	5%	-2%
CC1CC(C)(C)NC(=S)N1CCCC(=O)Nc1ccccc1F (configuration not stated)	8%	-4%	-0.1%	?	-3%	1%	0%

Next part:
SMILES	CBFb-RUNX1 inh	NPSR antagonist	Epigenetic reg	LMNA splice mod	IMPase Li cell	aGal spleen mod	KinaseGlo FLuc
CCn1c(SCC(=O)Nc2ccccc2C)nnc1-c1ccccc1O	8%	-7%[46.1 µM]	-2.2%	-28%	5%	0%	1%
Cc1nc(-c2cccs2)ccc1C(=O)O	9%	-10%	-0.8%	·	-24%	2%	1%
O=c1oc2c(CN3CCCCCC3)c(O)ccc2cc1-c1nc2ccccc2[nH]1	-7%	-19%[46.1 µM]	?	3%	-17%[38.3 µM]	8%	-1%
CCOC(=O)c1c(C)c(C(=O)N2CCc3ccccc3C2)c(C)n1CC	-13%	-11%[46.1 µM]	-0.1%	?	-10%[38.3 µM]	-16%	-3%
Nc1ccc2nc(N3CCOCC3)sc2c1	-1%	-6%	13%	-14%[46 µM]	5%	1%	-28%
COc1ccccc1OCc1ccc(C(=O)NN)cc1	-2%	-5%[46.1 µM]	1.1%	12%	29%[38.3 µM]	1%	-4%
O=C(CNC(=S)N(CCCN1CCOCC1)Cc1cccs1)NCCN1CCOCC1	-2%	15%	0.0%	-15%	7%	3%	-3%
CCCCOC(=O)C1=C(C)Nc2ncnn2C1c1ccc(OCC)c(OC)c1 (configuration not stated)	1%	-12%[46.1 µM]	-1.0%	9%	2%[38.3 µM]	5%	-5%
O=C(Nc1ccc(C(=O)N2CCOCC2)cc1)Nc1cccc2ccccc12	-6%	-16%	7.7%	·	-10%	1%	-17%
c1csc(-c2csc3ncnc(NCCCN4CCOCC4)c23)c1	2%	23%[46.1 µM]	0.0%	?	24%[38.3 µM]	1%	0%
Cc1c(NC(=S)N/N=C/c2ccc(Br)cc2)c(=O)n(-c2ccccc2)n1C	14%	13%	-0.9%	·	·	12%	·
O=C1NN(c2ccc(F)cc2)C(=O)/C1=C\c1cnn(-c2ccccc2)c1	-3%	2%	-1.0%	·	3%	-5%	4%
CC1CCN(S(=O)(=O)c2ccc(NC(=O)CN3CCOCC3)cc2)CC1	2%	-1%[46.1 µM]	0.0%	-25%	21%[38.3 µM]	1%	-3%
COc1ccc(NC(=O)CSc2nc3sc(C)c(C)c3c(=O)n2Cc2ccco2)cc1	6%	-4%[46.1 µM]	0.8%	-2%	9%[38.3 µM]	11%	-4%
C=CCOc1ccc(/C(O)=C2\C(=O)C(=O)N(CCOC)C2c2cccnc2)cc1 (configuration not stated)	6%	20%[46.1 µM]	-3.2%	-10%	10µM*	3%	-2%

Complete entries, looked up by structure:
`CCCCOC(=O)C1=C(C)Nc2ncnn2C1c1ccc(OCC)c(OC)c1` (configuration not stated) in the list: CBFb-RUNX1 inh = 1%; NPSR antagonist = -12%[46.1 µM]; Epigenetic reg = -1.0%; LMNA splice mod = 9%; IMPase Li cell = 2%[38.3 µM]; aGal spleen mod = 5%; KinaseGlo FLuc = -5%
`COc1ccc(NC(=O)CSc2nc3sc(C)c(C)c3c(=O)n2Cc2ccco2)cc1` in the list: CBFb-RUNX1 inh = 6%; NPSR antagonist = -4%[46.1 µM]; Epigenetic reg = 0.8%; LMNA splice mod = -2%; IMPase Li cell = 9%[38.3 µM]; aGal spleen mod = 11%; KinaseGlo FLuc = -4%

More results.
SMILES	CBFb-RUNX1 inh	NPSR antagonist	Epigenetic reg	LMNA splice mod	IMPase Li cell	aGal spleen mod	KinaseGlo FLuc
Cc1ccc(C)c(NC(=O)c2cc(=O)c3ccccc3o2)c1	4%	-3%	0.1%	?	-7%	2%	3%
Cc1ccc(N)cc1S(=O)(=O)N(C)C	0%	-5%	-2.1%	-9%[46 µM]	7%	9%	3%
CC(NC(=O)C1CC=CCC1C(=O)O)C1CC2CCC1C2 (configuration not stated)	4%	-14%[46.1 µM]	1.0%	8%	6%[38.3 µM]	0%	3%
O=C(/C=C/c1ccco1)NC(=S)Nc1ccccc1O	-16%	-21%	0.1%	?	6%	-3%	-1%
CC1(C(=O)O)C=CCN1C(=O)c1ccccc1 (configuration not stated)	3%[2.36 µM]	12%	-1.1%&0.3%	-9%	-4%&-4%	-11%&7%	-2%&1%
CC(=O)OCC1O[C@@H](O[C@@H]2C[C@H]3C(C)(C)[C@H](OC(C)=O)CC[C@]3(C)[C@H]3CC[C@]45C[C@]4(CC[C@H]5[C@@H](C)C[C@@H](O)[C@H](O)C(C)(C)O)[C@@]32C)[C@H](O)[C@@H](O)[C@@H]1O (some centres not stated)	16%	?	2.0%	?	20%	-21%	2%
CN1CCN(CCCNC(=O)Cn2ncc3c4ccccc4n(C)c3c2=O)CC1	-3%	?	1.0%	-7%	13%	-2%	1%
Nc1cc(S(=O)(=O)Nc2cc(Cl)ccc2Cl)ccc1N1CCOCC1	-3%	-9%	0.0%	·	·	0%	·
CCOc1ccc(Cl)cc1CSc1ncn[nH]1	-2%	2%	0.0%	-1%	6%	-10%	1%
Cc1ccc(S(=O)(=O)NC2c3cccc4cccc(c34)C2Sc2nc(C)cc(C)n2)cc1 (configuration not stated)	1%	-11%	8.4%	-12%	2%	9%	2%
O=C(N/N=C/c1cc(Br)ccc1O)c1cccc(N2CCCC2=O)c1	-11%	-30%	1.1%	?	-10%	6%	0%
CCOC(=O)C(C)Sc1nnc(Cn2c(=O)sc3ccccc32)n1-c1ccccc1 (configuration not stated)	-1%	-8%[46.1 µM]	2.7%	1%	8%[38.3 µM]	3%	2%
CCS(=O)(=O)N1CCC(C(=O)NC2CCCCCCC2)CC1	17%	-22%[46.1 µM]	3.5%	-9%	11%[38.3 µM]	3%	1%
COCCn1c(SCc2cnc(-c3ccccc3)s2)nnc1-c1ccncc1	0%	-3%[46.1 µM]	3.4%	?	18%[38.3 µM]	4%	-2%
O=C(O)c1cc(NCc2cc(O)ccc2O)ccc1O	4%	·	1.1%	·	5%	14%	·

(further entries)
SMILES	CBFb-RUNX1 inh	NPSR antagonist	Epigenetic reg	LMNA splice mod	IMPase Li cell	aGal spleen mod	KinaseGlo FLuc
Cc1csc(NC(=O)c2ccco2)c1C(=O)c1ccccc1	9%	16%	3.1%	·	·	6%	·
CCNc1nc(NCC)nc(SCCOC(=O)Nc2ccc(Cl)cc2Cl)n1	8%	-34%	0.0%	?	14%	2%	1%
CC(CCc1ccco1)NC(=O)Nc1cccc(F)c1 (configuration not stated)	1%	-1%[46.1 µM]	-0.7%	14%	0%[38.3 µM]	12%	-1%
O=C(C1CCN(S(=O)(=O)c2ccccc2F)CC1)N1CCc2ccccc2C1	4%	-18%	-2.2%	·	-4%	3%	6%
O=C(c1ccc(Cl)cc1)N(c1ccccn1)C1CCCCC1	3%	-26%	2.1%	·	11%	5%	-1%
COc1ccc(C2/C(=C(\O)c3ccc4c(c3)OCCO4)C(=O)C(=O)N2CCCN(C)C)cc1 (configuration not stated)	6%	9%[46.1 µM]	-2.2%	3%	·	6%	·
CCCc1nc2c(c(=O)c3ccccc3n2C)c(=O)n1-c1cc(C)cc(C)c1	14%	23%[7.67 µM]	-0.3%	·	·	1%	·
Cc1c(C(=O)NCc2cccnc2)oc2ccc(S(=O)(=O)N3CC(C)CC(C)C3)cc12 (configuration not stated)	12%	?	-1.8%	-7%	15%[38.3 µM]	-1%	1%
CCOC(=O)c1c(-c2ccc(C)cc2)csc1NC(=O)CCSc1nnc2ccccn12	-1%	-20%	0.0%	-3%	2%	1%	-1%
c1cncc(C2Nc3ccccc3-c3nc4ccccc4n32)c1 (configuration not stated)	5%	?	0.0%	-9%	9%[38.3 µM]	?	-3%
COc1ccc(CCNS(=O)(=O)c2cccc3cccnc23)cc1OC	7%	13%	0.5%	·	·	2%	·
Cc1ccc(S(=O)(=O)CCC(=O)c2ccc(O)cc2O)cc1	2%	-5%[46.1 µM]	-0.2%	?	13%[38.3 µM]	18%	-1%
Cc1ccc(C(=O)NNC(=O)CSc2nnc(-c3ccncc3)n2-c2ccc(C)cc2)cc1	1%	-9%[46.1 µM]	-2.4%	-6%	-9%[38.3 µM]	-14%	-1%
CC(=O)c1ccc(S(=O)c2ccccc2)cc1 (configuration not stated)	16%	-6%[46.1 µM]	8.3%	-6%	56%[activator][38.3 µM]	2%	4%
CCOC(=O)c1[nH]c2ccccc2c1N=CN(CC)CC	-2%	-10%[46.1 µM]	0.0%	-4%	32%[activator][38.3 µM]	-2%	21%
